Screening results deposited in PubChem by National Center for Advancing Translational Sciences (NCATS).
GLP1R cytotox: cytotoxicity in counter-screen for GLP-1R inverse agonists. HEK293 cAMP-luciferase reporter cells, luminescence, 24 h. 410,000 tested, 0.13% active. Potency, µM (series often up to 38.3 µM), for the others: top-dose activity change, negative = inhibition, hits mostly inhibitors;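 further: loss of luciferase light is scored as toxicity; potency means the concentration at half of the fitted maximal effect; on the % scale 0 is the no-effect control and ±100 the full control effect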
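Here, cytotoxicity is scored as loss of luminescence. The MLSMR collection was tested on cells seeded in medium containing 10% Nu serum, with a 24 hr compound exposure preceded by 12 hours of culture.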
PI5P4K alpha inh: inhibitors of human PI5P4K alpha. P48426. PI5P4Kalpha enzyme, ADP-Glo luminescence, 60 min; active compounds read low. max response, %. 330,000 tested, 1.2% active. AID 652105; active means max response of -50% or lower; inconclusive means between -30% and -50%; inactive means -30% or higher; further: value at the top dose of about 77 µM; on the % scale 0 is the no-effect control and ±100 the full control effect
Target sequence (P48426 whole entry, looked up): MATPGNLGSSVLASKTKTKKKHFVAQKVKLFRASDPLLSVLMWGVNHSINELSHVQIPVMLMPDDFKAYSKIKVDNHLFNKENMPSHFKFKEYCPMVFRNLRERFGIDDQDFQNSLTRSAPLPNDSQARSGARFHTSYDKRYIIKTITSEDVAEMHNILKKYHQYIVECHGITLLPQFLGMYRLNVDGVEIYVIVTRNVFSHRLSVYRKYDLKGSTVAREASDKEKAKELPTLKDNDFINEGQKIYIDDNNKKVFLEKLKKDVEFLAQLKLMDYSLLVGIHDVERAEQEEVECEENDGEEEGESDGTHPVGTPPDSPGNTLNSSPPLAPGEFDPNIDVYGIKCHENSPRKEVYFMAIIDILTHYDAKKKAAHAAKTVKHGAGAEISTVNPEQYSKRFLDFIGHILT
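ADP-Glo luminescence end-point after a 60 min room-temperature kinase reaction. PI5P4Kalpha and substrate in HEPES pH 7.4 buffer with EGTA, 0.1% CHAPS and 5% DMSO; ATP at 5 microM final.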
GLP-1R inv ag: acts as inverse agonist at human GLP-1 receptor | HEK293 GLP-1R CRE-luciferase, luminescence, 24 h; GLP-1R form is constitutively active | P43220 | Potency, µM (series often up to 38.3 µM), for inactives: at the highest dose activity change, negative = inhibition, hits mostly inhibitors | 410,000 tested, 1.6% active; further: potency means the concentration at half of the fitted maximal effect; on the % scale 0 is the no-effect control and ±100 the full control effect; nearly all actives have a fitted effect of over 55% in size
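Using stably transfected HEK293 (constitutively active GLP-1R, cAMP-luciferase reporter), compounds were incubated 24 hr and luciferase measured by luminescence.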
DRD3 antagonist: antagonists of human D3 dopamine receptor; P35462; D3R cells, DiscoveRx beta-arrestin luminescence, antagonist mode; active compounds read low; max response, negative = inhibition, %; 360,000 tested, 2.5% active; AID 652054; in the data active means max response below about -50%; inconclusive means no clear call, values can overlap the other calls; further: on the % scale 0 is the no-effect control and ±100 the full control effect; mostly tested at two doses, the higher about 12 µM
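Cells plated overnight at 1500 cells/well, then exposed to library compounds with dopamine controls for 90 minutes at 37 degrees C. DiscoveRx reagent added for 30–60 minutes at room temperature; luminescence read, quantitative HTS format.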
GLP1R ag: GLP-1 receptor (human) agonism | P43220 | HEK293 GLP-1R CRE-luciferase, luminescence, 4-6 h; cells express a hypersensitive GLP-1R form | Potency, µM (titrated, usually from 45.6 µM), inactives show at the top dose activation, hits mostly activators | 380,000 tested, 0.007% active; further: potency means the concentration at half of the fitted maximal effect; % of control where 0% means no effect
WRN helicase inh: blocks human WRN helicase; AID 651768; 360,000 tested, 0.46% active; WRN helicase unwinding, fluorescent forked duplex, kinetic; Q14191; Potency, µM (highest dose often 114 µM), for inactives: top-dose activity change, negative = inhibition, most hits filed as inhibitors; further: potency means the concentration at half of the fitted maximal effect; on the % scale 0 is the no-effect control and ±100 the full control effect; nearly all actives have a fitted effect of over 55% in size
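Enzyme (20 nM final) and test compound sit together 15 min at room temperature before substrate addition. Substrate is a single-forked duplex oligonucleotide (100 nM) labelled with fluorophore and quencher, with 2 mM ATP; helicase unwinding raises red fluorescence, read kinetically.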
DRD3 agonist: agonists of human D3 dopamine receptor; P35462; D3R DiscoveRx beta-arrestin cells, luminescence, 90 min; max activation, %; 410,000 tested, 0.58% active; AID 652048; in the data active means max activation above about 30%; further: 0% is about no effect; mostly tested at two doses, the higher about 12 µM
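Agonist mode: compounds and dopamine controls were applied to plated cells for 90 min at 37 degrees C after an overnight attachment at 1500 cells/well. Luminescent read-out followed 30 - 60 minutes at room temperature with DiscoveRx detection reagent.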
IL-2 act: IL-2 activation. AID 652025. IL-2 activation reporter assay, cell-based qHTS; stimulated with anti-CD3/CD4/CD28 beads; in transgenic mouse T cells. 360,000 tested, 0.065% active. activation, % (series mostly up to about 46 µM); in the data active means activation above about 50%; inconclusive means mostly about 30% to 49%; further: 0% is about no effect
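Readout: EGFP and DsRed signals by fluorescent plate cytometry. Unstimulated transgenic mouse T cells received compound 60 min before antibody-bead stimulation, then incubated 18 h at 37 degrees C.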
PLK1 PBD block: inhibitors of human PLK1 polo-box domain binding; Potency, µM, for inactives: max response, negative = inhibition, most hits filed as inhibitors; 360,000 tested, 2.8% active; Plk1 PBD binding of FITC phosphopeptide, fluorescence polarization; P53350; further: potency means the concentration at half of the fitted maximal effect; series mostly up to about 57 µM; on the % scale 0 is the no-effect control and ±100 the full control effect; nearly all actives have a fitted effect of over 65% in size
Target sequence (P53350 whole entry, looked up, the tested form may be a part): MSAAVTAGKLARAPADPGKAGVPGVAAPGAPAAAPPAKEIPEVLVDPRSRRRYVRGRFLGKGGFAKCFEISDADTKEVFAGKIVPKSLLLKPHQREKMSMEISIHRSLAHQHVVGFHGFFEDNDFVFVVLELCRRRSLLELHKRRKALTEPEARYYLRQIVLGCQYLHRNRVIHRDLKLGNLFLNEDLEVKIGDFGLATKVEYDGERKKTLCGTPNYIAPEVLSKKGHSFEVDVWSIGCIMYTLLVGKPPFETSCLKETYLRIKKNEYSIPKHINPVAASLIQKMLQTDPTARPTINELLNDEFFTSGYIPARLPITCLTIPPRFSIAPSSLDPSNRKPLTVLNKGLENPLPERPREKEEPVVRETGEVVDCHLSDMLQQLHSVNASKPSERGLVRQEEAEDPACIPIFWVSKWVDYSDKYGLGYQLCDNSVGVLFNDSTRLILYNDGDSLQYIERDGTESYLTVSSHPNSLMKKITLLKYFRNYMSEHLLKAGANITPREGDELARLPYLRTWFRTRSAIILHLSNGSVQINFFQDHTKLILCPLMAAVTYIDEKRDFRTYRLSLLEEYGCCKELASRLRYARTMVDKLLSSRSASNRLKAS
Active calls of the source: *; ? = inconclusive; . = no result given; [ ] = another dose, or the depositor's remark. Unless noted, the call rests on the fitted dose curve; in most records, active means well fitted curve in the direction sought with a large enough effect; inconclusive means small, poorly fitted or top-dose-only effect, or another doubt; inactive means no such curve, though single readings can be large; an effect the other way counts as inactive or inconclusive.

Each structure is followed by: GLP1R cytotox | PI5P4K alpha inh | GLP-1R inv ag | DRD3 antagonist | GLP1R ag | WRN helicase inh | DRD3 agonist | IL-2 act | PLK1 PBD block
#1 CCOC(=O)c1c(C)oc2ccc(N(C(=O)c3ccncc3)S(=O)(=O)c3ccc(F)cc3)cc12
    -21% | . | ? | . | -8% | . | 2 | . | .
#2 CC1(c2nnc(-c3ccc(Cl)cc3)o2)CC(c2ccc([N+](=O)[O-])cc2)=NO1 (stereo not drawn)
    5% | -1 | 19% | -14 | 0% | -2% | -11 | 0.4 | -9%
#3 Nc1ncc([N+](=O)[O-])c(Oc2ccccc2F)n1
    -11% | 0 | 2% | 3 | -1% | 4% | 3 | -0.4 | -2%
#4 O=C(Cc1ccc(Cl)cc1)NCc1ccccc1Cl
    4% | -6 | -5% | -13 | 9% | 4% | -14 | -4.7 | -5%
#5 Cc1[nH]c2ccccc2c1C(=O)C(=O)NCc1ccco1
    3% | -8 | 14% | -7 | 7% | 3% | 5 | -2.3 | -29%
#6 O=S(=O)(NCC(c1ccc2c(c1)OCO2)N1CCN(c2ccccc2)CC1)c1ccccc1 (stereo not drawn)
    1% | 2 | ? | -3 | 3% | -3% | -1 | -2.0 | -3%
#7 COC(=O)C1=C(C)N(Cc2ccccc2)C(=O)N[C@H]1c1ccc(Br)cc1
    -3% | 3 | ? | 0 | -2% | 10% | 6 | 0.2 | 0%
#8 O=C1C=C(c2ccc(F)nc2)CCC1
    -26% | 2 | 26% | 10 | 0% | -2% | -7 | 0.0 | 1%
#9 Cc1cc(Nc2nn(C)c(N)c2C#N)ccc1F
    2% | -66* | 14% | -12 | -4% | -12% | -1 | -0.2 | -6%
#10 O=C1[C@H]2[C@@H](/C=C/c3ccccc3)N3C(=O)CN(Cc4ccccn4)C(=O)[C@@]3(Cc3ccccc3)[C@H]2C(=O)N1c1ccccc1
    0% | 4 | -5% | 47 | 7% | 0% | 4 | 1.4 | -12%
#11 CCN(Cc1ccccc1)S(=O)(=O)c1c(C)[nH]c(C)c1C(=O)N1CCCC1
    0% | 5 | 2% | -23 | -4% | -5% | -1 | 0.2 | -15%
#12 COC(=O)NC1(C(F)(F)F)C(=O)NC(C)=C1C(=O)OC (stereo not drawn)
    5% | 2 | 20% | 10 | -4% | 3% | 2 | -0.4 | -2%
#13 CCc1ccc(C(CNC(=O)c2ccc3c(=O)n(-c4ccccc4F)c(=S)[nH]c3c2)N(C)C)cc1 (stereo not drawn)
    ? | -15 | ? | -17 | 0% | -4% | -9 | -0.8 | ?
#14 CN1C(=O)C2(OCC(COc3ccc(Cl)cc3)O2)c2ccccc21 (stereo not drawn)
    -6% | . | -8% | 9 | 10% | -14% | 14 | -0.2 | -1%
#15 CC(=O)c1ccc(Cc2ncc(C(F)(F)F)cc2Cl)s1
    3% | 10 | ? | 0 | 5% | -5% | -14 | 1.5 | -2%
#16 O=S(=O)(Nc1nc2ccc(Cl)cc2s1)c1cccs1
    -4% | ? | 13% | -14 | -2% | -9% | 3 | 0.8 | ?
#17 Cn1ccnc1-c1nnn(-c2ccc(F)cc2)n1
    1% | -5 | 2% | 17 | 7% | -3% | 19 | 3.6 | -7%
#18 CC(=O)c1ccc(OC(=O)Oc2ccc(C(C)=O)cc2)cc1
    20% | -12 | 9% | 3 | 6% | -1% | -10 | -4.0 | 0%
#19 Cc1ccc(OC(=O)c2sc(Cl)nc2C)cc1C
    2% | 6 | 4% | 0 | 4% | 8% | -7 | -3.3 | -5%
#20 C=CCN(CC(=O)Nc1cccnc1)S(=O)(=O)c1ccc(Cl)cc1
    -1% | -1 | ? | -14 | 7% | 1% | -9 | -0.6 | -13%
#21 Cc1ccc(N2C(=O)C(Cl)=C(N3CCCCCC3)C2=O)c(C)c1
    12% | -1 | ? | 5 | 13% | -12% | -5 | -5.5 | -1%
#22 CCOCCCNC(=O)CN1C(=O)NC(Cc2c[nH]c3ccccc23)C1=O (stereo not drawn)
    5% | 4 | -2% | 6 | -2% | -6%[57.1 µM] | -1 | -1.6 | 1%
#23 COC(=O)C1=C(O)/C(=C\c2sccc2C)N=C1C
    -7% | 2 | 1% | 27 | 2% | -16% | -2 | -2.9 | -2%
#24 Cc1ccc(OCC(=O)Nc2ccc(C(=O)Nc3ccccc3C(=O)O)cc2)cc1C
    3% | -27 | -16% | 26 | -7% | -1% | 0 | -2.4 | ?
#25 CCC1=NN2C(=N)/C(=C\c3cccn3-c3ccc(OC)cc3)C(=O)N=C2S1
    -32% | -2 | -12% | -16 | 0% | -3% | -4 | -0.5 | ?
#26 O=C(c1ccccc1)N1CCC(O)(c2cccnc2)CC1
    19% | 4 | 4% | 7 | -8% | -3% | -1 | -0.2 | -4%
#27 O=C1CCCc2c1cc(C(=O)NCCCN1CCOCC1)c(=O)n2-c1ccc(Cl)cc1
    13% | -7 | -2% | -29 | 0% | 1% | -9 | -1.5 | -14%
#28 O=C(O)CCNC(=O)C12CC3CC(CC(C3)C1)C2
    -4% | 12 | 10% | 14 | 4% | 4% | 2 | 1.1 | -3%
#29 Clc1cccc(C2=NOC(c3nnc(-c4ccccc4)o3)C2)c1 (stereo not drawn)
    11% | 7 | 3% | -1 | 9% | -1% | -4 | 0.0 | -7%
#30 CN(CCO)CC(O)CN(c1ccccc1)c1ccccc1 (stereo not drawn)
    -23% | 3 | ? | -51* | -3% | -8% | 0 | -0.6 | 1%
#31 COc1ccc(CN(Cc2ccc(C(=O)O)cc2)C(=S)Nc2cccc(C)c2)cc1OC
    0% | 5 | 1% | 3 | 6% | -7% | 0 | -1.9 | -26%
#32 Cc1ccccc1OCCC(=O)Nc1ccc(S(=O)(=O)N(C)C2CCN(C)CC2)cc1
    -2% | -4 | ? | -61* | 5% | 3% | -28 | -5.0 | 3%
#33 Cc1ccc(N2CN(CCc3ccccc3)CNC2=S)cc1
    -21% | -4 | ? | -5 | 1% | 3% | 9 | 1.4 | 2%
#34 Cc1ccc(CNC(=O)CSc2nnc3c(n2)[nH]c2ccccc23)cc1
    -2% | 0 | 3% | 3 | 3% | -14% | 0 | 0.0 | -13%
#35 Cn1c(SCC(=O)N(Cc2ccccc2)C(C)(C)C)nc2ccccc21
    6% | . | 0% | -7 | 0% | -12% | -12 | -2.8 | -12%
#36 CO/N=C(/CNC(=O)c1ccc(F)cc1)c1ccc(Cl)cc1
    3% | -3 | 8.9µM* | 13 | 2% | 8% | 1 | -3.6 | -5%
#37 Cc1cccc(N2CCN(Cc3nc(C4CC4)no3)CC2)n1
    -3% | 0 | -5% | -1 | -2% | 0% | 1 | -3.0 | ?
#38 Cc1ccccc1NC(c1cccc(Cl)c1)c1nnnn1C1CCCCC1 (stereo not drawn)
    22% | 6 | 0% | 12 | 0% | -22% | 2 | 0.9 | 0%
#39 C[C@H](CO)N1C[C@H](C)[C@@H](CN(C)S(=O)(=O)c2cccs2)Oc2c(NC(=O)c3ccncc3)cccc2C1=O
    1% | 2 | 14% | 11 | 12% | 4% | 14 | 0.2 | -10%
#40 CN(Cc1ccccc1)C(=O)COC(=O)c1ccccc1NS(=O)(=O)c1cccc(N)c1
    -20% | 2 | -14% | 5 | 0% | -3% | -1 | -3.3 | 2%
#41 Cc1ccc(S(=O)(=O)N2CCN(CC(=O)Nc3ccc(N4CCOCC4)cc3)CC2)cc1C
    -2% | 1 | 0% | -93* | -1% | 4% | 2 | -2.1 | 6%
#42 CN(C)CCCN(C(=O)c1cccs1)c1nc(-c2ccccc2)cs1
    3% | . | 0% | -53* | 0% | 7% | -37 | -2.6 | -1%
#43 COc1ccc(N(CC(=O)NCCC2=CCCCC2)S(=O)(=O)c2ccccc2F)cc1
    -14% | -8 | ? | -3 | 19% | -5% | 1 | 0.9 | -11%
#44 COc1cc(OC)c(S(=O)(=O)Nc2ccc(C(=O)N3CCCC3)cc2)cc1NC(C)=O
    -9% | 0 | ? | ? | 0% | -4% | -10 | -2.8 | -4%
#45 COC(=O)CCCC1=CC2=CC(=O)C(C)(OC(=O)c3cccs3)C(=O)C2=CN1C1CCCC1 (stereo not drawn)
    -3% | 0 | 3% | -10 | 2% | -8%[57.1 µM] | 10 | 0.1 | -21%
#46 CCOc1ccccc1/C=C/c1onc(C)c1S(=O)(=O)N1CCC(C(=O)NC)CC1
    2% | 4 | -1% | 7 | -5% | 1% | -10 | -2.6 | -3%
#47 CCCCC[C@H]1CN(CCCC)C(=O)[C@@H]1CC(=O)NCc1ccc(OC)cc1
    ? | -4 | -2% | 18 | 0% | -1% | 2 | -1.9 | -3%
#48 CCc1nc2sc3ccccc3c(=O)c2c(=O)n1Cc1ccc(OC)cc1
    20% | -3 | 10% | 1 | 21% | -3% | 2 | -2.5 | 0%
#49 O=C(O)c1cc(N2N=C(C(F)(F)F)/C(=C/C=C/c3ccco3)C2=O)ccc1Cl
    -6% | -93* | -20% | -17 | -3% | 0.84µM* | 6 | 1.1 | 0.53µM*
#50 O=[N+]([O-])c1ccc(N=Cc2ccc(Br)c([N+](=O)[O-])c2)cc1
    ? | -3 | ? | -2 | -2% | -19% | -1 | -3.6 | ?
#51 CCC(C)NC(=O)CCCc1ccccc1 (stereo not drawn)
    1% | -4 | 4% | -14 | -2% | 2% | -4 | -3.8 | -5%
#52 O=c1c2sccc2nc(SCc2cc(=O)n3cc(Cl)ccc3n2)n1Cc1ccccn1
    8% | -8 | 61%[activator] | -8 | 4% | 3% | -6 | -0.2 | -17%
#53 O=C(OCC#CCSc1nnc(-c2ccccc2)o1)c1cccs1
    4% | . | 14% | 16 | 2% | -5% | 9 | -2.1 | -20%
